Compound activity (PubChem BioAssay)
Tcruzi prolif – blocks T. cruzi growth in NIH3T3 culture; T. cruzi beta-gal in NIH3T3, GalScreen luminescence, 90 h; 77,000 compounds, 5.9% hits; inhibition, % at 8.34 µM; AID 624255;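 active means mean inhibition above about 93%, with at least 55% of replicates each passing it, limit read from the data, passing the limit was not always enough; inconclusive means only one of those two conditions holds; inactive means neither condition holds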
Pf Dd2 growth – blocks growth of Plasmodium falciparum Dd2 parasites; AID 1159554; 94,000 compounds, 2.3% hits; activity change, % at 10 µM; P. falciparum Dd2 growth, SYBR Green, 72 h; stronger effect = lower value; in the data active means activity change below about -80%; inconclusive means no clear call, values can overlap the other calls
C diff HTS – C. difficile growth inhibition | Clostridium difficile clinical isolate growth, OD600, 24 h; stronger effect = lower value | 86,000 compounds, 0.25% hits | growth activity, negative = inhibition, % at 16 µg/mL (by protocol);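 active means mean growth activity at or below -80% and every replicate also at or below -80%; inconclusive means mean at or below -80% but some replicate above -80%; inactive means mean growth activity above -80%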;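 further: 0% = DMSO wells and -100% = levofloxacin 16 µg/mL wells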
GASC1 inh – blocks human GASC-1 (KDM4C) demethylase activity; 96,000 compounds, 0.15% hits; inhibition, % at 12.5 µM; GST-KDM4C 2-372, H3K9me3 peptide, LANCE TR-FRET; Q9H3R0;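 active means mean replicate inhibition above about 25%, with at least 55% of replicates also reaching it, limit read from the data, passing the limit was not always enough; inconclusive means only one of those two conditions met; inactive means neither condition met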
Target sequence (Q9H3R0 2-372 limits assumed): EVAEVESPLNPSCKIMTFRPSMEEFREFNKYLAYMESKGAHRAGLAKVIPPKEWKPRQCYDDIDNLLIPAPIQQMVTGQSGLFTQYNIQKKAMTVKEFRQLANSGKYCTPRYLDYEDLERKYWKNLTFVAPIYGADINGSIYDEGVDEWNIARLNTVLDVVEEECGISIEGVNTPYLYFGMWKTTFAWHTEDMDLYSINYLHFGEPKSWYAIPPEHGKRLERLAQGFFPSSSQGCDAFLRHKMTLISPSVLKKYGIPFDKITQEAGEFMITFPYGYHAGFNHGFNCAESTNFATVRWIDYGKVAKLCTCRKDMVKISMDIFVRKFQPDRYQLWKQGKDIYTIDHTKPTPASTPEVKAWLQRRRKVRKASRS
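System: N-terminal GST-fused human GASC-1 (KDM4C) fragment, residues 2-372 / Amount: 10 nM GST-KDM4C in enzyme reaction / Also added: H3K9me3 peptide with Fe(II)/2OG / Times: 30 min demethylation and 1 h detection at room temperature / Signal: LANCE TR-FRET / Read-out basis: Fall in 671/618 emission ratio as inhibition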
* marks the source's active call; other numbers are inactive results; ? = inconclusive; / = not tested or not shown; & = joins results of further samples.

SMILES	Tcruzi prolif	Pf Dd2 growth	C diff HTS	GASC1 inh
CO[C@H]1CN(C)C(=O)c2cc(NC(=O)Nc3c(C)noc3C)ccc2OC[C@H](C)N(C)C[C@H]1C	-19	14	3	3.7
COCC(=O)Nc1ccc2c(c1)C(=O)N(C)[C@H]1CC[C@@H](CC(=O)OC)O[C@@H]1CO2	3	-12	8	-1.2
CO[C@H]1CN(C)C(=O)c2ccc(NS(=O)(=O)c3ccc(Oc4ccccc4)cc3)cc2OC[C@@H](C)NC[C@H]1C	10	11	/	0.5
C[C@@H]1CN([C@H](C)CO)C(=O)Cc2cc(NC(=O)Cn3cnnn3)ccc2O[C@H]1CN(C)C(=O)Nc1ccccc1	8	11	-5	-1.0
COCC#Cc1ccc2c(c1)O[C@H](CN(C)C(=O)C1CCC1)[C@H](C)CN([C@@H](C)CO)S2(=O)=O	38	-4	-1	-2.7
C[C@H](CO)N1C[C@H](C)[C@@H](CN(C)C(=O)Cc2ccccc2)Oc2ncc(C#Cc3ccccc3F)cc2C1=O	96*	-25	-12	-1.8
CCC(=O)N1C[C@H](C)[C@@H](OC)CN(C)C(=O)c2ccc(NS(C)(=O)=O)cc2OC[C@H]1C	6	/	-1	0.0
C[C@@H]1CN([C@@H](C)CO)C(=O)c2cc(-c3ccccc3F)cnc2O[C@H]1CN(C)C(=O)NC1CCCC1	-4	-2	-1	1.9
C[C@@H]1CN([C@H](C)CO)C(=O)c2cccc(NS(C)(=O)=O)c2O[C@H]1CN(C)Cc1ccc(C(=O)Nc2ccccc2N)cc1	/	-17	2	-1.2
COc1ccccc1-c1ccc(C2[C@H]3CNC[C@@H]2N3S(=O)(=O)c2ccccc2)cc1 (stereo partly specified)	/	-7&-12	25&-7	-1.0&-1.1
CCS(=O)(=O)N1CCCCN2[C@H](CO)[C@H](c3ccc(-c4ccccc4C)cc3)[C@H]2C1	90	-22	-7	-1.5
COc1ccc(S(=O)(=O)Nc2cccc3c2O[C@H](CN(C)S(=O)(=O)c2cccs2)[C@H](C)CN([C@@H](C)CO)C3=O)cc1	28	-25	-14	6.9
COc1ccc(S(=O)(=O)N(C)C[C@H]2Oc3ccc(NC(=O)CCCN(C)C)cc3C(=O)N([C@@H](C)CO)C[C@@H]2C)cc1	/	-20	-1	2.9
C[C@@H]1CN([C@H](C)CO)C(=O)c2cc(NC(=O)NC3CCCCC3)ccc2O[C@@H]1CN(C)S(=O)(=O)c1cccs1	29	35	-4	-0.5
O=C(Nc1ccc2c(c1)[C@H]1C[C@@H](CC(=O)N3CCc4ccccc4C3)O[C@H](CO)[C@H]1O2)C1CCOCC1	-1	17	-6	9.3
C[C@@H]1CCCCO[C@@H](CN(C)C(=O)CCCN(C)C)[C@H](C)CN([C@@H](C)CO)C(=O)c2cc(NC(=O)Nc3ccc(F)cc3)ccc2O1	18	7	-6	1.4
C[C@H]1CN([C@@H](C)CO)C(=O)Cc2cc(NC(=O)Cc3cn(C)c4ccccc34)ccc2O[C@H]1CN(C)Cc1ccc(Oc2ccccc2)cc1	25	-76	31	-4.5
CO[C@@H]1CN(C)C(=O)c2cc(NC(=O)C3CCC3)ccc2OC[C@@H](C)N(Cc2cccnc2)C[C@@H]1C	32	1	/	2.1
C[C@@H]1CN([C@H](C)CO)C(=O)Cc2cc(NC(=O)Nc3ccc(F)cc3)ccc2O[C@@H]1CN(C)Cc1ccc(Oc2ccccc2)cc1	33	4	22	-0.8
CO[C@H]1CN(C)C(=O)c2ccc(NS(C)(=O)=O)cc2OC[C@H](C)N(C(=O)C2CCC2)C[C@H]1C	11	/	/	-2.7
C[C@H](CO)N1C[C@H](C)[C@@H](CN(C)C(=O)Nc2ccccc2)Oc2c(NC(=O)Nc3ccc(C(F)(F)F)cc3)cccc2C1=O	78	-27	60	/
CCCC(=O)Nc1ccc2c(c1)C(=O)N(C)[C@H]1CC[C@H](CC(=O)NC3CCCC3)O[C@@H]1CO2	17	15	-2	-0.3
CCNC(=O)[C@H]1[C@H](CO)[C@H]2Cn3c(ccc(/C=C/c4ccccc4)c3=O)[C@@H]1N2C(=O)C1CCC1	89	-1	4	-0.2
C[C@@H]1CN([C@@H](C)CO)C(=O)c2ccccc2-c2ccccc2CO[C@@H]1CN(C)C(=O)Oc1ccccc1	32	0	/	-0.9
O=C(C[C@H]1CC[C@H]2[C@@H](COC[C@H](O)CN2Cc2nccs2)O1)NCc1ccccc1Cl	-4	-19	3&-1	-4.7
C[C@H]1CN([C@@H](C)CO)C(=O)c2cccc(NS(=O)(=O)c3ccc(Cl)cc3)c2O[C@@H]1CN(C)Cc1ccncc1	11	-5	-2	2.0
CO[C@H]1CN(C)C(=O)c2cc(NC(=O)Nc3ccccc3)ccc2OC[C@@H](C)N(C(=O)Nc2c(C)noc2C)C[C@@H]1C	-39	22	/	1.0
CC(C)NC[C@H]1[C@@H](c2ccc(-c3cccc(F)c3)cc2)[C@@H](CO)N1CC1CC1	109*	-22	9	0.1
CCCN1[C@@H]2Cn3c(ccc(-c4cccc(F)c4)c3=O)[C@H]1[C@@H](C(=O)NCC1CC1)[C@@H]2CO	-1	/	-6	-0.6
O=C(NC1CCCC1)N1CCCCN2[C@@H](CO)[C@@H](c3ccc(-c4ccccc4)cc3)[C@@H]2C1	?	-15	32	-0.6
Cc1ccc(-c2ccc([C@H]3[C@@H](CO)N4C(=O)CN(C(=O)Nc5cccc(F)c5)C[C@@H]34)cc2)cc1	/	-40	11	-0.9
CO[C@H]1CN(C)C(=O)c2ccc(NC(=O)C3CC3)cc2OC[C@H](C)N(C(C)=O)C[C@@H]1C	/	-18	-7	1.8
CC=Cc1ccc2n(c1=O)C[C@@H]1[C@@H](CO)[C@H](C(=O)NC3CCCCC3)N(C(=O)C3CC3)[C@H]21 (mixture of isomers)	26	/	0	0.0
O=C(Nc1ccc2c(c1)[C@@H]1C[C@H](CC(=O)N3CCc4ccccc4C3)O[C@H](CO)[C@@H]1O2)C1CCC1	46	-25	-2	-0.4
CO[C@@H]1CN(C)C(=O)c2ccc(NC(C)=O)cc2OC[C@@H](C)N(C(=O)Cc2cccnc2)C[C@@H]1C	-55	43	/	19
C[C@H](CO)N1C[C@H](C)[C@H](CN(C)C(=O)Oc2ccccc2)OCc2cn(nn2)CCCC1=O	-12	-53	-3	-0.6
C[C@@H]1CCCCO[C@H](CN(C)C(=O)c2ccccc2)[C@H](C)CN([C@@H](C)CO)C(=O)c2cc(NC(=O)CCC(F)(F)F)ccc2O1	-35	20	4	1.2
C[C@H]1CN([C@@H](C)CO)C(=O)c2cc(NC(=O)Nc3ccc(F)cc3)ccc2O[C@H]1CN(C)Cc1ccc(Oc2ccccc2)cc1	36	3	38	-0.9
C[C@H](O)C#Cc1ccc([C@@H]2[C@H](CO)N3CCCCN(C(=O)c4ccncc4)C[C@@H]23)cc1	-25	23	-4	2.0
CC(C)NC(=O)N1CC2(C1)[C@H](c1ccccc1)[C@H](CO)N2C(=O)C1CCC1	/	-8	-5	1.1
COc1ccccc1-c1cn(CC[C@H]2CC[C@H](NS(=O)(=O)c3ccccc3C)[C@H](CO)O2)nn1	/	-2	-4	-1.1
C[C@@H](NC(=O)C[C@H]1CC[C@H](NC(=O)CN2CCOCC2)[C@@H](CO)O1)c1ccccc1	-24	-20	/	0.4
C[C@@H]1CN([C@H](C)CO)S(=O)(=O)c2ccc(C#CC3CCCCC3)cc2O[C@@H]1CN(C)C	51	-81*	17	-1.1
C[C@@H]1CN([C@H](C)CO)C(=O)c2cccc(NC(=O)c3ccncc3)c2O[C@H]1CN(C)S(C)(=O)=O	13	6	0	-0.9
CC(C)NC(=O)N[C@@H]1CC[C@@H](CCNC(=O)C2CC2)O[C@H]1CO	/	-6	-2	0.5

Part of the list above, with bars between the fields.
SMILES | Tcruzi prolif | Pf Dd2 growth | C diff HTS | GASC1 inh
C[C@@H]1CN([C@H](C)CO)C(=O)c2cc(NC(=O)NC3CCCCC3)ccc2O[C@@H]1CN(C)S(=O)(=O)c1cccs1 | 29 | 35 | -4 | -0.5
CO[C@H]1CN(C)C(=O)c2ccc(NS(=O)(=O)c3ccc(Oc4ccccc4)cc3)cc2OC[C@@H](C)NC[C@H]1C | 10 | 11 | / | 0.5
CO[C@@H]1CN(C)C(=O)c2cc(NC(=O)C3CCC3)ccc2OC[C@@H](C)N(Cc2cccnc2)C[C@@H]1C | 32 | 1 | / | 2.1
C[C@@H]1CN([C@H](C)CO)C(=O)c2cccc(NC(=O)c3ccncc3)c2O[C@H]1CN(C)S(C)(=O)=O | 13 | 6 | 0 | -0.9
C[C@H]1CN([C@@H](C)CO)C(=O)c2cc(NC(=O)Nc3ccc(F)cc3)ccc2O[C@H]1CN(C)Cc1ccc(Oc2ccccc2)cc1 | 36 | 3 | 38 | -0.9
C[C@@H]1CN([C@H](C)CO)C(=O)c2cccc(NS(C)(=O)=O)c2O[C@H]1CN(C)Cc1ccc(C(=O)Nc2ccccc2N)cc1 | / | -17 | 2 | -1.2
Cc1ccc(-c2ccc([C@H]3[C@@H](CO)N4C(=O)CN(C(=O)Nc5cccc(F)c5)C[C@@H]34)cc2)cc1 | / | -40 | 11 | -0.9

Carrying on.
SMILES	Tcruzi prolif	Pf Dd2 growth	C diff HTS	GASC1 inh
C[C@H]1CN([C@@H](C)CO)C(=O)c2cc(C#CC3(O)CCCC3)cnc2O[C@@H]1CN(C)Cc1ccccn1	-6	13	-3	2.8
C[C@@H]1CN([C@H](C)CO)C(=O)Cc2cc(NC(=O)C3CC3)ccc2O[C@H]1CN(C)C(=O)Nc1ccc(F)cc1	-27	31	2	1.2
C/C=C/c1ccc([C@@H]2[C@H](CO)N(CC3CCCC3)C23CN(S(=O)(=O)CC)C3)cc1	/	-38	26	-0.6
CO[C@@H]1CN(C)C(=O)c2ccc(NC(=O)Nc3cc(F)ccc3F)cc2OC[C@H](C)N(C)C[C@H]1C	55	9	/	-0.5
C[C@@H]1CN([C@@H](C)CO)C(=O)CCCn2cc(nn2)CO[C@H]1CN(C)Cc1ccc(C(=O)Nc2ccccc2N)cc1	45	-6	6	-0.5
O=C(Nc1ccccc1F)N[C@@H]1CC[C@H](CC(=O)N2CCCCC2)O[C@H]1CO	34	17	/	-1.2
COc1ccc2c3c(n(C)c2c1)[C@@H](CO)N(Cc1ccccc1F)CC31CCN(C(=O)C2CCCC2)CC1	/	-42	3	-1.4
CCCNC(=O)N1C[C@@H](C)[C@H](OC)CN(C)C(=O)c2cc(NC(=O)CC)ccc2OC[C@@H]1C	2	18	/	1.4
CC(=O)N1[C@H](C(=O)NCC2CC2)[C@@H](CO)[C@@H]2Cn3c(ccc(-c4ccccc4F)c3=O)[C@@H]21	25	15	-1	0.2
C[C@@H]1CN([C@@H](C)CO)C(=O)c2cc(NC(=O)NC3CCCCC3)ccc2O[C@@H]1CN(C)S(=O)(=O)c1cn(C)cn1	14	33	7	-1.7
O=C(C[C@@H]1C[C@H]2c3cc(NC(=O)c4ccc5c(c4)OCO5)ccc3O[C@H]2[C@@H](CO)O1)NC1CCCCC1	77	-9	/	1.2
C[C@H]1CN([C@@H](C)CO)C(=O)c2cc(NS(=O)(=O)c3cccs3)ccc2O[C@H]1CN(C)Cc1ccc(C(=O)Nc2ccccc2N)cc1	/	-49	5	0.5
C[C@@H]1CN([C@H](C)CO)C(=O)c2cccc(NS(=O)(=O)c3cccs3)c2O[C@@H]1CN(C)Cc1ccc(C(F)(F)F)cc1	69	-5	2	0.2
CCCNC(=O)[C@@H]1[C@@H](CO)[C@@H]2Cn3c(ccc(-c4ccc(F)cc4)c3=O)[C@@H]2N1CC	58	11	-2	6.8
O=C(c1cccc(F)c1)N1CC(=O)N2[C@H](CO)[C@H](c3ccc(-c4cccnc4)cc3)[C@H]2C1	/	-86*	1	-0.6
C[C@H]1CN([C@@H](C)CO)C(=O)c2cc(C#CC3(O)CCCC3)cnc2O[C@H]1CN(C)Cc1cccnc1	-131	36	1	2.5
COc1ccc(C(=O)Nc2ccc3c(c2)C(=O)N(C)C[C@@H](OC)[C@@H](C)CN(C(C)=O)[C@H](C)CO3)cc1	15	-5	/	0.5
Cc1noc(C)c1NC(=O)N(C)C[C@@H]1OCCCC[C@@H](C)Oc2ccc(NC(=O)C3CCCCC3)cc2C(=O)N([C@@H](C)CO)C[C@H]1C	26	3	1	1.7
O=C(CN1CCOCC1)NCC[C@H]1CC[C@@H](NC(=O)Nc2ccc(Cl)cc2)[C@@H](CO)O1	47	6	-2	1.9
O=C(Nc1ccc2c(c1)OCO2)N1[C@@H]2CNC[C@H]1C2c1ccc(-c2ccncc2)cc1 (stereo partly specified)	/	10&18	-2&3	3.3&5.1
CCCC#Cc1ccc2c(c1)O[C@H](CN(C)C(=O)c1ccccn1)[C@H](C)CN([C@@H](C)CO)S2(=O)=O	50	-27	-1	1.3
CC(C)NC(=O)Nc1ccc2c(c1)CC(=O)N([C@H](C)CO)C[C@@H](C)[C@H](CN(C)S(=O)(=O)c1cn(C)cn1)O2	5	27	-2	-1.4
COc1ccc(S(=O)(=O)Nc2ccc3c(c2)CC(=O)N([C@H](C)CO)C[C@@H](C)[C@@H](CN(C)CC2CC2)O3)cc1	51	-29	-4	1.0
O=C(NC1CCC1)[C@@H]1N[C@@H]2c3ccc(-c4cccc(F)c4)c(=O)n3C[C@@H]2[C@H]1CO	41	4	0	-0.1
